Screens from PubChem.
RXFP1 ag: RXFP1 (human) receptor agonism; 370,000 tested, 0.3% active; HEK293T-RXFP1 cAMP TR-FRET, 30 min; response scale: percent of porcine relaxin response, buffer zero; AID 2676; Q9HBX9; Potency, µM (series often up to 57.5 µM), for inactives: at the top dose activation, actives largely listed as activators; note: potency is the fitted concentration of half-maximal effect; % is set by controls: 0 for no effect and ±100 for the full control effect; nearly all actives have a fitted effect of over 60% in size; many of its hits are not listed in these tables
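HEK293 cells stably expressing RXFP1, treated 30 min at 37C with compounds plus PDE4 inhibitor Ro 20174; cAMP measured by HTRF TR-FRET. Normalized to buffer and 29 nM porcine relaxin; EC50 by Hill fit.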
D1 antagonist: human D1 dopamine receptor antagonism. AID 504652. activity change, negative = inhibition, % at 10 µM. 360,000 tested, 3.2% active. P21728. HEK293 TREx D1 cells, calcium flux, dopamine EC80; hits give low values; in the data active = activity change below about -30%; note: % is set by controls: 0 for no effect and ±100 for the full control effect
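Allosteric or orthosteric antagonism assessed as attenuation of the calcium response to EC80 dopamine, added 180 s after compound, in induced HEK293 Trex D1 cells loaded with no-wash calcium dye.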
D2 PAM: D2 dopamine receptor (human) potentiation; P14416; HEK293 T-REx D2, calcium flux, EC20 dopamine potentiation; potentiation, % at 10 µM; 340,000 tested, 0.34% active; AID 485347;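 active = potentiation over 3 SD above the plate norm, cut at about 30% in these data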; note: 0% is about no effect
Target sequence (P14416 whole entry, looked up): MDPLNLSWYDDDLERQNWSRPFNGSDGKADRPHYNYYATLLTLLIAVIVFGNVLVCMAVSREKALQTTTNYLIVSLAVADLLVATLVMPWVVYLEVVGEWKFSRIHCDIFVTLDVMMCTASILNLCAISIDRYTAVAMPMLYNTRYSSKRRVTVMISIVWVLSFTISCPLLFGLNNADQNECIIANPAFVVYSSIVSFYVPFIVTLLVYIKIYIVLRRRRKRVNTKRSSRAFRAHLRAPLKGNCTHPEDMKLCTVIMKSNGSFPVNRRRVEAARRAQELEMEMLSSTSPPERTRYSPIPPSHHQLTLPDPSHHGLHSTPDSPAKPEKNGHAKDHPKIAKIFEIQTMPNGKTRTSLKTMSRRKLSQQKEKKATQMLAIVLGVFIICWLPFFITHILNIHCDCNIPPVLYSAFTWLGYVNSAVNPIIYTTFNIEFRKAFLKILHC
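Using a no-wash calcium dye in inducible, force-coupled HEK293 Trex cells expressing D2, we tracked fluorescence each second for 180 s after compound, then for 180 s after EC20 dopamine to detect augmented signalling.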
GRP78 ERSR act: inducers of ER stress response in human glioma cells. U87-MG GRP78 promoter luciferase reporter, 16 h. Potency, µM, inactives show top-dose activation, most hits filed as activators. 420,000 tested, 0.02% active; note: potency is the fitted concentration of half-maximal effect; series mostly up to about 76 µM; % of control where 0% means no effect; nearly all actives have a fitted effect of over 35% in size
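ERSR induction read as luciferase luminescence (Bright-Glo, 10 min at room temperature) in stably transfected human U87-MG glioma cells exposed to compounds for 16 h, using GRP78 as sensor.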
LDHA inh: LDHA (human) enzyme inhibition; activity change, % (values are at about 110 or 230 µM); P00338; 480,000 tested, 0.15% active; purified LDHA, NADH/diaphorase-resazurin fluorescence; hits give low values; in the data active = activity change below about -30%; inconclusive = mostly about -25% to -30%;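 note: plate controls were DMSO wells for no effect and wells without enzyme for full effect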
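Remaining NADH was detected by diaphorase (0.133 mg/mL) converting 37 µM resazurin to fluorescent resorufin, read at 0 and 20 minutes. The preceding 5-minute room-temperature reaction used 2 nM LDHA, 0.2 mM sodium pyruvate and 0.06 mM NADH at pH 7.4.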
D1 potentiator: enhances dopamine response at the human D1 receptor. AID 504651. HEK293 TREx D1 cells, calcium flux, dopamine EC20 potentiation. 360,000 tested, 0.036% active. potentiation, % at 10 µM. P21728; in the data active = potentiation above about 30%; note: 0% is about no effect
D1 ag: human D1 receptor agonism. HEK293 T-REx D1 cells, calcium flux, agonist mode. activation, % at 2 µM. 360,000 tested, 1% active. AID 504660; in the data active = activation above about 30%; note: 0% is about no effect
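Inducible HEK293 T-REx D1 cells, force-coupled to calcium signalling, were plated at 4000 cells/well with tetracycline and held overnight at 30 C. After no-wash calcium dye loading, compound-evoked calcium rise over 180 s flagged agonists.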
Vif-APOBEC3F blk: blocks the Vif interaction with APOBEC3F; 390,000 tested, 0.2% active; Potency, µM (doses to about 46.1 µM), for inactives: at the top dose activity, negative = active; AID 602313; HeLa A3F-eYFP + Vif (tagged APOBEC3F with the HIV-1 protein that degrades it), YFP fluorescence increase; note: potency is the fitted concentration of half-maximal effect; % of control where 0% means no effect; nearly all actives have a fitted effect of over 65% in size
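HeLa cells stably expressing Vif plus C-terminally eYFP-tagged A3F were seeded, incubated overnight at 37 deg C, dosed with compound, incubated overnight again at 37 deg C. Yellow fluorescence (Ex 488/Em 500-530) reported blocked Vif-mediated A3F-eYFP degradation.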
Vif-A3G inh: inhibitors of Vif-APOBEC3G interaction. Q9HC16. HeLa A3G-eYFP + Vif (tagged APOBEC3G with the HIV-1 protein that degrades it), YFP fluorescence, overnight. Potency, µM (titrated, usually from 46.1 µM), without a hit: top-dose activity, negative = active, usual class: inhibitors. 410,000 tested, 0.076% active. AID 602310;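 note: potency is the fitted concentration of half-maximal effect; % is set by controls: 0 for no effect and ±100 for the full control effect; nearly all actives have a fitted effect of over 60% in size; hits raise eYFP signal because A3G escapes Vif-driven loss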
Target sequence (Q9HC16 whole entry, looked up): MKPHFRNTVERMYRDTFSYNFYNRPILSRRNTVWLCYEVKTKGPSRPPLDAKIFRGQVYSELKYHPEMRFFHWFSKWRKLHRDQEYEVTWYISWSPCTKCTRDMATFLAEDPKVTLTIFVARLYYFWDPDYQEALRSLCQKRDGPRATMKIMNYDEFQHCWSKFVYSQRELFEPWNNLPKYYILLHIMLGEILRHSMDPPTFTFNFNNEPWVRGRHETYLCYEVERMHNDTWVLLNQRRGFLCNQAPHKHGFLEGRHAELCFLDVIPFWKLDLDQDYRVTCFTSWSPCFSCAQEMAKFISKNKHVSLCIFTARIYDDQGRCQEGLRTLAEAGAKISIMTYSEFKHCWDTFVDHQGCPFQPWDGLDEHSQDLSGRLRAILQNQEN
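HeLa cells stably expressing Vif and C-terminally eYFP-tagged A3G, seeded overnight at 37 deg C, then exposed to compound by pintool overnight at 37 deg C. Rise in yellow fluorescence (Ex 488/Em 500-530, Acumen) marks blocked Vif-driven A3G degradation.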
* = called active by the depositor; ? = inconclusive; . = not tested or not shown; & = joins results of further samples. Unless noted, calls come from the whole dose curve; as a rule, active = well fitted curve in the direction sought with a large enough effect; inconclusive = small, poorly fitted or top-dose-only effect, or another doubt; inactive = no such curve, though single readings can be large; an effect the other way counts as inactive or inconclusive. An excerpt; count on the stated rates, not on these rows.

SMILES	RXFP1 ag	D1 antagonist	D2 PAM	GRP78 ERSR act	LDHA inh	D1 potentiator	D1 ag	Vif-APOBEC3F blk	Vif-A3G inh
CC(=O)C(/C=N/c1cc(-c2ccc(C)cc2)nn1-c1ccccc1)=C(\C)O	-0.6%	7	-8	0%	-5	1	2	-4%	-1%
COc1ccc(NS(=O)(=O)c2ccc(Oc3ncccn3)cc2)cc1	-0.1%	1	46*	-3%	-3	-1	16	3%	-6%
CN1CCN(C(=O)c2ccccc2NC(=O)COc2ccccc2Cl)CC1	3.0%	12	6	4%	-4	-4	-1	13%	-1%
O=C(c1ccc(NS(=O)(=O)c2ccc(F)cc2)cc1)N1CCOCC1	-0.7%	0	5	-3%	-7	-1	3	-24%	1%
Oc1ccc(N2Cc3ccccc3C2)cc1	1.9%	2	5	1%	23	-9	2	-10%	-1%
C=CCNC(=O)C1COc2ccccc2O1 (centres undefined)	1.4%	3	-3	-7%	-10	1	0	-30%	8%
Cc1ccccc1NC(=O)c1ccc(NS(=O)(=O)c2cc(C(C)(C)C)cc(C)c2C)cc1	0.2%	-85*	-8	-3%	-4	-5	0	9%	-9%
Cc1ccc2oc(C(=O)N3CCN(c4cccc(C)n4)CC3)c(C)c2c1	-6.7%	2	14	-1%	4	1	1	-3%	-6%
Cn1nnnc1Sc1ccc(C(=O)O)cc1[N+](=O)[O-]	-1.4%	0	17	-4%	-1	-8	0	-12%	0%
O=C1CC(c2nc(-c3ccccc3)no2)CN1c1ccc2c(c1)OCCO2 (centres undefined)	1.0%	-9	-8	-2%	4	-6	10	0%	-3%

Record cards (already shown):
COc1ccc(NS(=O)(=O)c2ccc(Oc3ncccn3)cc2)cc1 in the list: RXFP1 ag: -0.1%; D1 antagonist: 1; D2 PAM: 46*; GRP78 ERSR act: -3%; LDHA inh: -3; D1 potentiator: -1; D1 ag: 16; Vif-APOBEC3F blk: 3%; Vif-A3G inh: -6%
Cc1ccc2oc(C(=O)N3CCN(c4cccc(C)n4)CC3)c(C)c2c1 in the list: RXFP1 ag: -6.7%; D1 antagonist: 2; D2 PAM: 14; GRP78 ERSR act: -1%; LDHA inh: 4; D1 potentiator: 1; D1 ag: 1; Vif-APOBEC3F blk: -3%; Vif-A3G inh: -6%
Cc1ccccc1NC(=O)c1ccc(NS(=O)(=O)c2cc(C(C)(C)C)cc(C)c2C)cc1 in the list: RXFP1 ag: 0.2%; D1 antagonist: -85*; D2 PAM: -8; GRP78 ERSR act: -3%; LDHA inh: -4; D1 potentiator: -5; D1 ag: 0; Vif-APOBEC3F blk: 9%; Vif-A3G inh: -9%

The main list resumes with the two entries that preceded the break.
SMILES	RXFP1 ag	D1 antagonist	D2 PAM	GRP78 ERSR act	LDHA inh	D1 potentiator	D1 ag	Vif-APOBEC3F blk	Vif-A3G inh
Cn1nnnc1Sc1ccc(C(=O)O)cc1[N+](=O)[O-]	-1.4%	0	17	-4%	-1	-8	0	-12%	0%
O=C1CC(c2nc(-c3ccccc3)no2)CN1c1ccc2c(c1)OCCO2 (centres undefined)	1.0%	-9	-8	-2%	4	-6	10	0%	-3%
Cc1ccc(N(C(=O)Cn2nnc3ccccc32)C(C(=O)NC2CCCCC2)c2cn(C)nc2C)cc1 (centres undefined)	3.7%	-2	4	1%	-4	-8	6	-2%	2%
COc1cccc(NC(=O)Cn2c(=O)n(Cc3ccc(C(=O)NCc4ccc5c(c4)OCO5)cc3)c(=O)c3ccccc32)c1	3.1%	-1	-3	0%	-5	2	3	0%	2%
CCn1cnc2c(Nc3ccc(Cc4cccnc4)cc3)nc(C#N)nc21	.	-2	.	.	-2	4	3	.	.
Cc1cnc(NC(=O)COc2ccccc2)s1	-2.8%	-14	9	-10%	-6	1	5	.	-10%
O=C(c1ccc2c(c1)OCCO2)N1CCCCC1	1.6%	-15	5	2%&1%	-3	-2	0	3%	1%
O=S(=O)(c1ccccc1F)N1CCN(c2nc(-c3cccnc3)nc3ccccc23)CC1	2.9%	20	12	-3%	1&13	-8	3	7%	-11%
CC(NC(=O)C1CCC(CNC(=O)[C@@H]2Cc3ccccc3CN2)CC1)c1ccccc1 (some centres undefined)	-0.5%	3	-9	-4%	-3	-3	3	2%	2%
CCC1(c2ccccc2)NC(=O)N(CC(=O)N2CC(=O)Nc3ccccc32)C1=O (centres undefined)	0.1%	10	-3	0%	-5	-4	1	-3%	0%
Cc1ccc2nc(SCc3nc4c(cnn4-c4ccccc4)c(=O)[nH]3)[nH]c2c1	3.6%	-21	-6	1%	-3	-5	8	?	-8%
O=C1C=C(c2cc3ccccc3s2)C[C@@H](c2ccc3c(c2)OCO3)C1	-0.9%	.	-2	0%	-13	-5	3	-6%	-5%

5 entries out of the list above, arranged by their value in D1 ag, smallest number first.
Compound,D1 antagonist,D2 PAM,GRP78 ERSR act,LDHA inh,D1 potentiator,D1 ag
O=C(c1ccc2c(c1)OCCO2)N1CCCCC1,-15,5,2%&1%,-3,-2,0
CCC1(c2ccccc2)NC(=O)N(CC(=O)N2CC(=O)Nc3ccccc32)C1=O (centres undefined),10,-3,0%,-5,-4,1
CC(NC(=O)C1CCC(CNC(=O)[C@@H]2Cc3ccccc3CN2)CC1)c1ccccc1 (some centres undefined),3,-9,-4%,-3,-3,3
Cc1cnc(NC(=O)COc2ccccc2)s1,-14,9,-10%,-6,1,5
Cc1ccc(N(C(=O)Cn2nnc3ccccc32)C(C(=O)NC2CCCCC2)c2cn(C)nc2C)cc1 (centres undefined),-2,4,1%,-4,-8,6

Next structures:
SMILES	RXFP1 ag	D1 antagonist	D2 PAM	GRP78 ERSR act	LDHA inh	D1 potentiator	D1 ag	Vif-APOBEC3F blk	Vif-A3G inh
CC(C)(C)OC(=O)N1CCN(C(=O)c2[nH]cnc2C(=O)Nc2cccc(Cl)c2)CC1	0.1%	.	-19	-2%	-9	-5	-1	0%	0%
COc1ccc(-n2nc(C(=O)Nc3ccc4c(c3)OCO4)c3ccccc3c2=O)cc1	0.5%	5	3	-1%	-6	2	1	5%	2%
COc1ccc(-c2cccc(C3CC=CC4C3C(=O)N(Cc3ccccc3)C4c3ccc(OC)c(Cl)c3)c2)cc1 (centres undefined)	0.0%	-14	14	-1%	-2	0	4	-7%	3%
COc1ccccc1NC(=O)c1ccc(NC(=O)CSc2n[nH]c(N)n2)cc1	-0.1%	-3	-3	-1%	-3	-9	0	1%	1%
CCCCCC(=O)Nc1cc(S(=O)(=O)N2CCOCC2)ccc1N1CCCC1	1.0%	12	-3	-4%	-3	-2	2	-11%	-1%
CC(C)CC(=O)Nc1ccc(-c2cn3cccnc3n2)cc1	23%	4	0	5%	1	-1	2	5%	1%
COc1ccc(C(=O)C(=NNc2ccccc2)c2ccc(OC)cc2)cc1	.	.	.	2%	-6	.	.	6%	0%
O=C(OCC(=O)N1CCOCC1)c1ccc(Cl)nc1	1.3%	1	-8	-6%	-1	2	2	-1%	3%
C[C@]12C(=O)N(c3ccc(F)cc3)C(=O)N1[C@@H]1c3ccccc3OC[C@@H]1[C@H]2c1ccccc1	1.2%	1	2	-3%	1	-3	0	-1%	-2%
Cc1cccc(N(C)S(=O)(=O)c2ccc3[nH]c(=O)c(=O)[nH]c3c2)c1	3.0%	-10	4	1%	0	-7	2	-2%	-1%
Cc1sc2nc(CN3CCCC3)nc(Cl)c2c1C	1.7%	3	-13	-5%	-7	7	1	-1%	-4%
C/C(=C\c1ccco1)CN1CCN(Cc2ccc(C)o2)C(CCO)C1 (centres undefined)	-0.3%	-5	-21	-1%	-7	1	3	7%	0%
Cc1cc(=O)oc2cc(O)cc(O)c12	.	.	.	1%	9	.	.	4%	2%
COc1ccc(-c2nc(-n3c(C)c(C(C)=O)c(C(C)=O)c3C)sc2C)cc1OC	0.8%	-7	10	-2%	-11	-3	2	0%	-6%
CCn1cc(C(=O)OCC(=O)c2cc(C)n(-c3ccccc3F)c2C)c(=O)c2ccc(C)nc21	-1.2%	14	0	-4%	3	-4	3	-7%	-1%
c1ccc(CCSc2ncnc3nc[nH]c23)cc1	2.3%	-21	7	0%	-3	-3	13	-3%	1%
CC(C)CNC(=O)CO/N=C/c1ccccc1Cl	0.0%	-1	2	-3%	5	1	2	2%	2%
CCc1ccc2oc(-c3cc(NC(=O)c4cccnc4)cc(C)c3O)nc2c1	21%	12	-3	-1%	5&-5	-1	-1	0%	-3%
Cc1ccc(S(=O)(=O)N2CCN(C(=O)CCC(=O)N3CCc4ccccc43)CC2)cc1	0.3%	1	-5	-3%	-10	-7	2	-9%	0%
COc1cc(C(F)(F)F)c(C(=O)N(C)Cc2cc(Cl)cc(Cl)c2)cn1	-0.4%	-6	-3	-4%	-3	3	5	-5%	-5%
CCCn1cnc2cc(NCc3cccc(OC)c3)ccc21	-3.1%	8	-6	6%	17	-4	-2	-12%	1%
CCOC(=O)c1c(NC(=O)c2ccc(Br)o2)sc2c1CCCC2	-0.8%	4	-3	-4%	-3	-5	2	2%	1%
Cc1cccc(NC(=O)CC2C(=O)NC3CCCCC3N2C(=O)c2ccccc2Cl)c1 (centres undefined)	-7.7%	-10	-5	0%	-5	-4	1	14%	0%
CN(C(=O)c1ccc(NC(=O)Cc2ccc(NC(=O)C3CCN(C(=O)C4CC4)CC3)cc2)cc1)C1CCCC1	.	.	.	-5%	-1	.	.	10%	1%
CCc1cc(C(=O)NCC(c2ccc(OC)cc2)N2CCOCC2)sc1C (centres undefined)	-0.7%	-9	-15	-2%	?	-3	5	1%	-1%
O=C(NNC(=O)C1CCN(S(=O)(=O)c2ccc(Cl)cc2)CC1)c1ccncc1	2.2%	-3	4	-3%	-7	-6	2	-6%	-2%
CCOc1cccc2sc(NC(=O)CS(=O)(=O)c3ccc(C)cc3)nc12	3.9%	.	4	-4%	-8	2	0	7%	-2%
OC(c1cccc(OCc2ccccc2)c1)c1nnc(-c2ccccc2)o1 (centres undefined)	0.4%	-9	.	0%	-1	6	13	-1%	2%
